# Source: PubChem
# EPAC1 antag = qHTS for Antagonist of cAMP-regulated guanine nucleotide exchange factor 3 (EPAC1): primary screen | AID 720709, 2013 | Rap guanine nucleotide exchange factor 3 (Homo sapiens), O95398 | Potency, µM (titrated, usually from 115 µM), inactives show at the highest dose activity change, negative = inhibition, usual class: inhibitors | hit rate 0.14% among 360,000 | EPAC1 GEF assay, Rap1b-BODIPY-GDP exchange fluorescence;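 note: potency is the fitted concentration of half-maximal effect; plate controls were vehicle for no effect and positive control for full effect; nearly all actives have a fitted effect of over 50% in size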
# Abeta yeast res = qHTS for compounds that reverse cellular toxicity of Amyloid beta (A-beta) peptide in yeast: Primary Screen; yeast expressing A-beta42, growth rescue, OD600, 48 h; response scale: 0% DMSO, 100% iron-clioquinol control; AID 1347071, 2019; Potency, µM (series often up to 46.1 µM), inactives show at the top dose growth rescue, hits mostly activators; hit rate 0.063% among 410,000; note: potency is the fitted concentration of half-maximal effect; nearly all actives have a fitted effect of over 55% in size
#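 Yeast growth medium received pinned compounds, then yeast cells expressing toxic A-beta were added; plates incubated at 30 C for 48 hr. Growth read as absorbance at 600 nm, normalized to DMSO and equimolar FeCl3 plus clioquinol controls.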
# aSyn rescue = qHTS of alpha-syn Inhibitors. Potency, µM (titrated, usually from 46.1 µM), without a hit: at the highest dose growth rescue (activation), usual class: activators. Yeast expressing alpha-synuclein, growth rescue, BacTiter-Glo, 24 h. hit rate 0.14% among 370,000; note: potency is the fitted concentration of half-maximal effect; % of control where 0% means no effect; nearly all actives have a fitted effect of over 65% in size
#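 Galactose-induced alpha-syn yeast (OD600=0.02, raffinose-pregrown) + pinned cpd, 24 hr, 30 deg C; growth by BacTiter-Glo luminescence. Growth restoration scores as activation.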
# PLK1 PBD inh = qHTS for Inhibitors of PLK1-PDB (polo-like kinase 1 - polo-box domain): Primary Screen; Serine/threonine-protein kinase PLK1 (Homo sapiens), P53350; Plk1 PBD binding of FITC phosphopeptide, fluorescence polarization; Potency, µM, inactives show max response, negative = inhibition, hits mostly inhibitors; hit rate 2.8% among 360,000; AID 720504, 2013; note: potency is the fitted concentration of half-maximal effect; series mostly up to about 57 µM; % is set by controls: 0 for no effect and ±100 for the full control effect; nearly all actives have a fitted effect of over 65% in size
# Target sequence (P53350 whole entry, looked up, the tested form may be a part): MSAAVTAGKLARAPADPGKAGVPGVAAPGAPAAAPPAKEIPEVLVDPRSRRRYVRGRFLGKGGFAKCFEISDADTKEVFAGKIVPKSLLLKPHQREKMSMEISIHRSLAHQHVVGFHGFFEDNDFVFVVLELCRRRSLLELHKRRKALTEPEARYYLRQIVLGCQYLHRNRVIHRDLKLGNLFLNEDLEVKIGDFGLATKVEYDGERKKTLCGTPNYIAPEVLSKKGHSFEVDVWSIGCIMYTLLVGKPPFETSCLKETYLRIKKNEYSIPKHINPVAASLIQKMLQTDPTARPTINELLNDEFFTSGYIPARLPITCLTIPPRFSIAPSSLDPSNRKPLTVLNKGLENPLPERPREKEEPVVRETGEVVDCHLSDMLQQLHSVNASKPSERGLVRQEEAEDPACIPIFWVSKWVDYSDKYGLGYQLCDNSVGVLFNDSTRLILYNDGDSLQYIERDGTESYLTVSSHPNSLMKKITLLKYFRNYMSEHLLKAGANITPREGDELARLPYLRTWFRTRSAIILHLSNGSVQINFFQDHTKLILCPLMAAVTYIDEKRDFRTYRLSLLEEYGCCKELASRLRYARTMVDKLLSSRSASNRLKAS
# FUS suppressor = qHTS for Suppressors of FUS Proteinopathy: Primary screen using FUS-linked yeast assay; S. cerevisiae FUS-expressing, growth rescue, OD600, 24 h; Potency, µM (doses to about 76.6 µM), without a hit: at the top dose growth rescue (activation), hits mostly activators; hit rate 0.24% among 390,000; AID 1347120, 2019;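 note: potency is the fitted concentration of half-maximal effect; plate controls were DMSO vehicle for no effect and reference control for full effect; nearly all actives have a fitted effect of over 55% in size; some results filed as inactive show a strong effect at the top dose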
#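 FUS-expressing yeast, raffinose-pregrown, induced in 2% galactose minimal medium at OD 0.005; compounds in a dilution series, 24hr at 30C. Growth restoration read as absorbance at 600 nm. CP55940 positive control, DMSO negative.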
# PI5P4K alpha inh = qHTS for Inhibitors of phosphatidylinositol 5-phosphate 4-kinase (PI5P4K) | hit rate 1.2% among 330,000 | Phosphatidylinositol 5-phosphate 4-kinase type-2 alpha (Homo sapiens), P48426 | PI5P4Kalpha enzyme, ADP-Glo luminescence, 60 min; hits give low values | max response, %; active = max response of -50% or lower; inconclusive = between -30% and -50%; inactive = -30% or higher; note: value at the top dose of about 77 µM; % is set by controls: 0 for no effect and ±100 for the full control effect
# Target sequence (P48426 whole entry, looked up): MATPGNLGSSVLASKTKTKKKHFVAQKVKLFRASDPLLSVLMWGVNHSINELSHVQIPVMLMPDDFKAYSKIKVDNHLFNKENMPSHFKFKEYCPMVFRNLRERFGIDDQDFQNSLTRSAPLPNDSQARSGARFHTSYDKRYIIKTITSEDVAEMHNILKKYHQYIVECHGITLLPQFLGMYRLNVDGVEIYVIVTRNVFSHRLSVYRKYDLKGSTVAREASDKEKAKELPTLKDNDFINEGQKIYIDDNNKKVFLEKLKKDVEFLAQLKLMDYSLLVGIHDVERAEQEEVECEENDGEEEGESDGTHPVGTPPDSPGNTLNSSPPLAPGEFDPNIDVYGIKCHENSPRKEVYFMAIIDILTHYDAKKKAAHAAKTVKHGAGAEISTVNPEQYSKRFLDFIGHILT
#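 Controls without substrate or without enzyme flank wells where PI5P4Kalpha converts substrate using 5 microM ATP (final). Incubation lasts 60 minutes at room temperature; ADP formed is read by ADP-Glo luminescence.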
# WRN inhibitor = qHTS for Inhibitors of WRN Helicase; WRN helicase unwinding, fluorescent forked duplex, kinetic; Potency, µM (highest dose often 114 µM), for the others: top-dose activity change, negative = inhibition, hits mostly inhibitors; hit rate 0.46% among 360,000; note: potency is the fitted concentration of half-maximal effect; % is set by controls: 0 for no effect and ±100 for the full control effect; nearly all actives have a fitted effect of over 55% in size
#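 Kinetic fluorescence helicase assay: unwinding of a quenched forked DNA duplex (100 nM final) with 2 mM ATP final raises red fluorescence (525/598 nm). Compounds sat 15 min at room temperature with 20 nM WRN beforehand.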
# IL-2 act = qHTS of IL-2 Activators. IL-2 activation reporter assay, cell-based qHTS; stimulated with anti-CD3/CD4/CD28 beads; in transgenic mouse T cells. activation, % (series mostly up to about 46 µM). hit rate 0.065% among 360,000. AID 652025, 2013; in the data active = activation above about 50%; inconclusive = mostly about 30% to 49%; note: 0% is about no effect
#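 EGFP and DsRed fluorescence is measured by plate cytometry in unstimulated transgenic mouse T cells exposed to compound for 60 minutes, then stimulated 18 hours at 37 degrees C with anti-CD3/anti-CD4 beads plus anti-CD28.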
# EPAC1 agonist = qHTS for Agonist of cAMP-regulated guanine nucleotide exchange factor 3 (EPAC1): primary screen | Rap guanine nucleotide exchange factor 3 (Homo sapiens), O95398 | EPAC1 agonist qHTS, biochemical assay; response scale: 100% = response to 6.5 mM cAMP | Potency, µM (top dose mostly 154 µM), without a hit: at the top dose activation, hits mostly activators | hit rate 0.073% among 360,000; note: potency is the fitted concentration of half-maximal effect; nearly all actives have a fitted effect of over 60% in size
#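 EPAC1 100 nM, Rap1B–BODIPY-GDP 250 nM, unlabeled GDP 50 uM; compound titration; 5 min RT; kinetic read ex480/em540 at 5-min intervals ×30 min; data normalized to 6.5 mM cAMP agonist control.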
# The depositor's hits bear a star; ? = inconclusive; . = no result given; [ ] = remark or other dose. Unless noted, calls come from the whole dose curve; as a rule, active = well fitted curve in the direction sought with a large enough effect; inconclusive = small, poorly fitted or top-dose-only effect, or another doubt; inactive = no such curve, though single readings can be large; an effect the other way counts as inactive or inconclusive. Compounds were not picked by outcome; about 4.1% have a hit in one of these screens.
Compound	EPAC1 antag	Abeta yeast res	aSyn rescue	PLK1 PBD inh	FUS suppressor	PI5P4K alpha inh	WRN inhibitor	IL-2 act	EPAC1 agonist
CC(C)[C@H](NC(=O)c1ccc(C(C)(C)C)cc1)C(=O)Nc1nnc(C2CC2)s1	5%	-11%	1%	0%	16%	5	-2%	-0.4	-24%
CCCCNC(=O)N(C)c1nncnc1C(=O)NC	-13%	-6%	-1%	-5%	6%	4	-7%	-2.0	8%
C[N+](C)(C)CCNC(=O)c1ccccc1	1%	-14%	1%	6%	-23%	0	-5%	-0.4	0%
CCc1nnc(NC(=O)C(=O)NCCOC(=O)c2ccccc2)s1	14%	-1%	8%	-7%	-1%	.	-8%	-0.8	5%
O=C(CNc1ccccc1)NNC1=NCCC1	-12%	-4%	-2%	?	4%	0	9%	-1.9	2%
O=C(O)CSCC(=O)Nc1ccc(Cl)cc1C(F)(F)F	-9%	4%	6%	0%	4%	4	-5%	0.3	0%
COc1ccc(-c2cc(C(=O)N/N=C/c3cccnc3)c3ccccc3n2)c(OC)c1	5%	12%	3%	2%	9%	-3	-17%	2.9	-1%
Oc1ccc(C=NNC(=S)Nc2ccc(F)cc2)c(O)c1	-15%	8%	4%	-9%	3%	-28	-11%	1.9	-7%
O=C1c2cccc3cccc(c23)C(=O)N1c1ccc(O)cc1	-16%	7%	3%	-6%	-18%	1	-31%	13	10%
O=C(Cn1c(-c2ccco2)nc2ccccc21)N1CCCCC1	-11%	6%	0%	-6%	4%	0	3%	-3.5	14%
O=C(N/N=C/c1ccccn1)c1[nH]c2ccc([N+](=O)[O-])cc2c1-c1ccccc1	15%	-2%	?	2%	32µM*	?	-3%	-0.8	-2%
COc1cccc2cc(/C(C)=N/Nc3nc(-c4cc(C)ccc4C)cs3)c(=O)oc12	-9%	25%	-8%	?	46%	.	?	1.3	-16%
COc1ccc(/C=C(\NC(=O)c2ccc(OC)cc2)C(=O)NC(CCSC)C(=O)O)cc1 (stereo not drawn)	18%	25%	4%	-3%	3%	11	-13%[57.1 µM]	1.7	2%
COc1ccc(NC(=O)Nc2nc(C(N)C3CCCCC3)cs2)cc1 (stereo not drawn)	-6%	-5%	2%	1%	?	?	-9%	-0.2	7%
CC(C(=O)NNS(=O)(=O)c1cccc(C(F)(F)F)c1)n1nnc(N2CCOCC2)n1 (stereo not drawn)	15%	-19%	0%	-2%	6%	-3	-7%	-0.5	5%
COc1cc(NC(=O)C2=C(N3CCOCC3)/C(=C\c3ccc(Cl)cc3Cl)CC2)cc(OC)c1OC	?	9%	-6%	-5%	.	2	-20%	-3.5	4%
COc1ccc(S(=O)(=O)N2CCC(C(=O)Nc3ccc(F)cc3)CC2)c2cccnc12	-1%	-3%	-3%	-19%	43%	-10	-29%	0.5	7%
Cc1ccc(N2C(=O)c3ccc(C(=O)N4CCN(c5ccccc5F)CC4)cc3C2=O)cc1	-25%	1%	0%	-16%	?	-3	-3%	-2.3	-11%
CC(C)(OC(=O)c1cccs1)c1cc2ccccc2c(=O)o1	-7%	0%	6%	4%	-15%	3	3%	-0.6	13%
CC1CCCCC12NC(=O)N(CC(=O)Nc1sc3c(c1C(N)=O)CCC3)C2=O (stereo not drawn)	-19%	9%	-9%	-15%	14%	-60*	?	0.5	-9%
COc1ccc(OCCSc2nc(N)cc(=O)[nH]2)cc1	-11%	-16%	-2%	-15%	6%	6	0%	0.5	-5%
CCOC(=O)N1CCC(N(CCOC)C(=O)Nc2ccc(Cl)cc2)CC1	-3%	-6%	2%	-2%	.	-2	8%	-0.6	5%
Cc1ccc(Cl)cc1NC(=S)N(CCCN1CCOCC1)Cc1ccco1	1%	-4%	6%	?	-15%	8	-10%	0.4	4%
COc1ccc2nc(N3C(=O)C(O)=C(C(=O)c4ccco4)C3c3ccc(OC)c(OC)c3)sc2c1 (stereo not drawn)	-5%	-23%	-5%	-13%	?	-23	-1%	-1.0	1%
Cc1ccc(NC(=O)/C(=C/c2cccc(Br)c2)NC(=O)c2ccco2)cc1	-12%	5%	3%	1%	6%	2	3%[57.1 µM]	-5.0	-10%

# More results follow:
Compound	EPAC1 antag	Abeta yeast res	aSyn rescue	PLK1 PBD inh	FUS suppressor	PI5P4K alpha inh	WRN inhibitor	IL-2 act	EPAC1 agonist
CCN1C(=O)/C(=C2/Sc3ccccc3N2CC)S/C1=N\c1ncn[nH]1	115%[activator]	-2%	-2%	6%	26%	-10	-8%	0.9	?
Cc1ccc(OCCCC(=O)N2CCOCC2)c(C)c1	12%	9%	3%	-2%	.	2	4%	-4.9	-5%
COCCN(Cc1cc2ccc(C)c(C)c2nc1Cl)C(=O)N1CCOCC1	12%	19%	11%	-6%	29%	7	0%	-1.4	-4%
CCO[C@@H]1OC(C(=O)NCc2nc3ccccc3[nH]2)=C[C@H](C2CCCCC2)[C@H]1CCCO	-22%	5%	-2%	4%	17%	0	1%	-0.3	-2%
CS(=O)(=O)Nc1ccc(C(=O)NC2CC3CCC2C3)cc1 (stereo not drawn)	2%	7%	1%	3%	12%	.	5%	0.2	6%
Cc1ccc(CNc2nc3ccccc3s2)s1	-13%	2%	7%	-8%	-14%	2	-21%	1.7	4%
COc1cc(C(=O)Nc2nnc(SC)s2)c([N+](=O)[O-])cc1OC	-6%	-1%	2%	-8%	-40%	8	5%	-2.0	-9%
Cc1ccc(S(=O)(=O)N2CCOCC2)cc1C(=O)OCC(=O)NC1CCS(=O)(=O)C1 (stereo not drawn)	-6%	-7%	0%	-7%	-6%	0	-4%	-2.6	12%
CCCN(CC(=O)Nc1ccccc1OC)C(C)C(=O)NC(C)CCc1ccccc1 (stereo not drawn)	16%	-1%	1%	-15%	28%	2	-9%	0.2	6%
COCC(C)NCc1cccc2ccccc12 (stereo not drawn)	?	7%	-10%	0%	-14%	1	-4%	-0.3	3%
CCN(CC)S(=O)(=O)c1ccc(-c2nnc(SCC(=O)Nc3ccc(OC)cc3)o2)cc1	5%	-8%	-1%	-5%	74%	.	2%	-1.8	-16%
CCOC(=O)C1(CCSC)NC(c2ccco2)C2C(=O)N(C)C(=O)C21 (stereo not drawn)	3%	11%	0%	-8%	27%	.	10%	-0.6	11%
NC1=NC(=Nc2ccc(Cl)cc2)c2ccccc21	7%	-2%	7%	0%	1%	0	1%[57.1 µM]	-3.9	-4%
Cc1ccc(/C=C/c2ccc3cccc(O)c3n2)s1	-17%	-7%	7%	-8%	17%	1	-7%	0.1	4%
C/C(=N\OCC(=O)Nc1ccccc1C(C)(C)C)c1ccc2c(c1)OCCO2	-16%	44%	14%	3%	3%	1	-11%	-3.2	7%
CN(C)S(=O)(=O)c1ccc(C(=O)N2CCN=C2SCc2cccnc2)cc1	-10%	-13%	3%	-13%	0%	2	3%	1.2	5%
COc1ccc(-n2nnnc2SCC(=O)NC(=O)Nc2ccc3c(c2)OCCO3)cc1	6%	-1%	6%	-1%	33%	-1	-2%	-0.3	7%
Cc1ccc(C)c(OC(C)C(=O)Nc2ccc(S(=O)(=O)Nc3nccs3)cc2)c1 (stereo not drawn)	-23%	-10%	-5%	-18%	24%	-62*	?	-0.6	-8%
CCC(=O)N1CCc2cc(S(=O)(=O)CCC(=O)NCCc3ccccc3)ccc21	11%	-17%	-3%	-8%	?	-5	0%	-1.8	-1%
Cc1ccc2nc(-c3ccccn3)cc(C(=O)NC(C)C(C)(C)C)c2c1 (stereo not drawn)	-7%	9%	-1%	-1%	7%	-19	-1%	-0.4	0%
Cc1cc(/C=C(/C#N)c2nc3ccccc3[nH]2)c(C)n1-c1ccccc1C(=O)O	-11%	-2%	5%	-8%	34%	-23	?	-0.6	-4%
O=c1/c(=C/c2ccc(O)c([N+](=O)[O-])c2)sc2nc3ccccc3n12	18%	-4%	-2%	?	-12%	?	-14%	0.0	0%
COC(=O)CSc1nc(NC(C)(C)C)nc(N(C)C)n1	-9%	-3%	26%	-19%	-2%	1	-34%	0.0	3%
O=C(COC(=O)Cc1ccc(S(=O)(=O)N2CCOCC2)s1)NCc1ccc(Cl)cc1	-1%	8%	-3%	-12%	?	?	-26%	-2.4	3%
Cc1ccc(S(=O)(=O)N(CC(=O)NCCSCc2ccco2)c2cc(C)ccc2C)cc1	0%	-4%	3%	-10%	25%	2	-11%	-3.4	11%
CC(=O)Nc1cc(NC(C)=O)cc(C(=O)OC(C)C(=O)Nc2ccc(S(=O)(=O)N3CCCC3)cc2)c1 (stereo not drawn)	-16%	4%	1%	-9%	42%	1	-13%	11	2%
COc1cc2c(cc1OC)CN(C(=O)CCOc1ccccc1C)CC2	-2%	-13%	1%	-18%	6%	-8	11%	-2.9	-8%

# Reformatted with values under each structure: entries from further up.
# Values run as follows: EPAC1 antag, Abeta yeast res, aSyn rescue, PLK1 PBD inh, FUS suppressor, PI5P4K alpha inh, WRN inhibitor, IL-2 act, EPAC1 agonist
- COC(=O)CSc1nc(NC(C)(C)C)nc(N(C)C)n1
    -9%, -3%, 26%, -19%, -2%, 1, -34%, 0.0, 3%
- O=C(COC(=O)Cc1ccc(S(=O)(=O)N2CCOCC2)s1)NCc1ccc(Cl)cc1
    -1%, 8%, -3%, -12%, ?, ?, -26%, -2.4, 3%
- Cc1ccc(S(=O)(=O)N(CC(=O)NCCSCc2ccco2)c2cc(C)ccc2C)cc1
    0%, -4%, 3%, -10%, 25%, 2, -11%, -3.4, 11%
